PLK1 PBD block: PLK1 (human) polo-box domain binding inhibition; P53350; Plk1 PBD binding of FITC phosphopeptide, fluorescence polarization; Potency, µM, for the others: max response, negative = inhibition, hits mostly inhibitors; 360,000 compounds, 2.8% hits; further: potency means the concentration at half of the fitted maximal effect; series mostly up to about 57 µM; on the % scale 0 is the no-effect control and ±100 the full control effect; nearly all actives have a fitted effect of over 65% in size
EPAC1 antag: blocks human EPAC1 exchange factor; O95398; EPAC1 GEF assay, Rap1b-BODIPY-GDP exchange fluorescence; Potency, µM (titrated, usually from 115 µM), without a hit: top-dose activity change, negative = inhibition, actives largely listed as inhibitors; 360,000 compounds, 0.14% hits; AID 720709;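 further: potency means the concentration at half of the fitted maximal effect; plate controls were vehicle for no effect and positive control for full effect; nearly all actives have a fitted effect of over 50% in size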
PI5P4Ka inh: inhibitors of human PI5P4K alpha; P48426; PI5P4Kalpha enzyme, ADP-Glo luminescence, 60 min; stronger effect = lower value; max response, %; 330,000 compounds, 1.2% hits; AID 652105; active means max response of -50% or lower; inconclusive means between -30% and -50%; inactive means -30% or higher; further: value at the top dose of about 77 µM; on the % scale 0 is the no-effect control and ±100 the full control effect
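Luminescence from ADP-Glo served as readout of PI5P4Kalpha activity in a qHTS format. Reaction: enzyme, substrate, compound, ATP at 5 microM final, 60 min at RT.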
FUS suppressor: FUS proteinopathy suppression in yeast; Potency, µM (highest dose often 76.6 µM), for inactives: top-dose growth rescue (activation), hits mostly activators; AID 1347120; S. cerevisiae FUS-expressing, growth rescue, OD600, 24 h; 390,000 compounds, 0.24% hits;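 further: potency means the concentration at half of the fitted maximal effect; plate controls were DMSO vehicle for no effect and reference control for full effect; nearly all actives have a fitted effect of over 55% in size; some results filed as inactive show a strong effect at the top dose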
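Yeast expressing FUS under galactose induction, OD 0.005 in 2% galactose medium; compounds in a dilution series, 24 h at 30C. Growth rescue by absorbance at 600 nm; CP55940 positive control, DMSO negative.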
EPAC1 ag: EPAC1 (human) agonism; O95398; EPAC1 agonist qHTS, biochemical assay; response scale: 100% = response to 6.5 mM cAMP; Potency, µM (highest dose often 154 µM), inactives show at the highest dose activation, most hits filed as activators; 360,000 compounds, 0.073% hits; AID 720707; further: potency means the concentration at half of the fitted maximal effect; nearly all actives have a fitted effect of over 60% in size
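Nucleotide exchange assay: 100 nM EPAC1 with 250 nM Rap1B loaded with BODIPY-GDP and 50 uM GDP, room temperature. Fluorescence (480/540 nm) read every 5 min for 30 min; signal change normalized to 6.5 mM cAMP as full agonist.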
IL-2 act: activates IL-2 in a cell-based reporter assay; 360,000 compounds, 0.065% hits; IL-2 activation reporter assay, cell-based qHTS; stimulated with anti-CD3/CD4/CD28 beads; in transgenic mouse T cells; activation, % (series mostly up to about 46 µM); AID 652025; in the data active means activation above about 50%; inconclusive means mostly about 30% to 49%; further: 0% is about no effect
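Screening format: compound pinned onto unstimulated transgenic mouse T cells, 60 min incubation, then anti-CD3/anti-CD4/anti-CD28 bead stimulation for 18 hours at 37 degrees C, followed by EGFP and DsRed detection.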
Abeta rescue: restores growth of yeast expressing A-beta42 peptide; yeast expressing A-beta42, growth rescue, OD600, 48 h; response scale: 0% DMSO, 100% iron-clioquinol control; Potency, µM (series often up to 46.1 µM), without a hit: at the top dose growth rescue, usual class: activators; 410,000 compounds, 0.063% hits; further: potency means the concentration at half of the fitted maximal effect; nearly all actives have a fitted effect of over 55% in size
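Growth rescue measured by 600 nm absorbance after 48 h yeast culture at 30 C with compound. Values normalized between DMSO and an equimolar ferric chloride plus clioquinol control.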
WRN inhibitor: blocks human WRN helicase; Q14191; WRN helicase unwinding, fluorescent forked duplex, kinetic; Potency, µM (titrated, usually from 114 µM), for the others: at the highest dose activity change, negative = inhibition, actives largely listed as inhibitors; 360,000 compounds, 0.46% hits; further: potency means the concentration at half of the fitted maximal effect; on the % scale 0 is the no-effect control and ±100 the full control effect; nearly all actives have a fitted effect of over 55% in size
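WRN at 20 nM final was preincubated with compound for 15 min at room temperature; reaction started with 100 nM forked duplex oligonucleotide carrying fluorophore and quencher plus 2 mM ATP (final). Unwinding followed kinetically by red fluorescence (ex 525/em 598 nm).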
Starred values were filed as active, the others as inactive; & = joins results of further samples. Unless noted, the call rests on the fitted dose curve; in most records, active means well fitted curve in the direction sought with a large enough effect; inconclusive means small, poorly fitted or top-dose-only effect, or another doubt; inactive means no such curve, though single readings can be large; an effect the other way counts as inactive or inconclusive.

Screening Cn1cccc1Cc1nnc(SCC(=O)Nc2ccccc2F)n1-c1ccc(F)cc1 returned PLK1 PBD block -6%, EPAC1 antag 1%, PI5P4Ka inh 0, FUS suppressor 13%, EPAC1 ag -9%, IL-2 act -2.9, Abeta rescue 3% and WRN inhibitor -6%.
For COc1ccccc1NS(=O)(=O)c1cc(NC(=O)COc2ccccc2F)ccc1N1CCOCC1 the results were PLK1 PBD block 24µM*, EPAC1 antag -2%, PI5P4Ka inh -22, EPAC1 ag 0%, IL-2 act -4.9, Abeta rescue 0% and WRN inhibitor -19%.
`CCc1ccc(OCC(=O)OCC(=O)NCCNC(=O)COC(=O)COc2ccc(CC)cc2)cc1` gave PLK1 PBD block 0%, EPAC1 antag -16%, PI5P4Ka inh -3, EPAC1 ag -16%, IL-2 act -3.7, Abeta rescue -8% and WRN inhibitor -9%.
For Cc1ccc2c(c1)-c1c(ssc1=S)C(C)(C)N2C(=O)CSc1nncn1C the results were PLK1 PBD block -24%, EPAC1 antag -10%, PI5P4Ka inh 3, FUS suppressor 37%, EPAC1 ag 5%, IL-2 act -0.5, Abeta rescue 6% and WRN inhibitor 13%.
Cc1ccc(NS(=O)(=O)c2cccc(C(=O)NCC3(N(C)C)CCCCC3)c2)cc1 was read as PLK1 PBD block 8%, EPAC1 antag 21%, PI5P4Ka inh 2, FUS suppressor -35%, EPAC1 ag 0%, IL-2 act 0.3, Abeta rescue -2% and WRN inhibitor 4%.
CCn1c(=O)n(CC(=O)NCc2ccccc2OC)c(=O)c2ccccc21 was read as PLK1 PBD block 2%, EPAC1 antag -19%, PI5P4Ka inh 1, EPAC1 ag 0%, IL-2 act -1.9, Abeta rescue 10% and WRN inhibitor -14%.
For CCCCN(C(=O)CSCC(=O)Nc1ccc(C)cc1)c1c(N)n(CC(C)C)c(=O)[nH]c1=O the results were PLK1 PBD block -8%, EPAC1 antag 4%, PI5P4Ka inh 0, FUS suppressor 9%, EPAC1 ag -12%, IL-2 act -0.2, Abeta rescue -1% and WRN inhibitor -1%.
Screening COc1ccc(N(CC(=O)Nc2ccc3c(c2)OCCO3)S(=O)(=O)c2c(C)noc2C)cc1 returned PLK1 PBD block -18%, EPAC1 antag inconclusive, PI5P4Ka inh 13, EPAC1 ag 10%, IL-2 act -0.7, Abeta rescue 15% and WRN inhibitor 6%.
For CCOc1ccc2nc(N/C(N)=N/C(=S)Nc3cccc(OC)c3)nc(C)c2c1 the results were PLK1 PBD block -8%, EPAC1 antag -7%, PI5P4Ka inh 8, FUS suppressor 12%, EPAC1 ag 5%, IL-2 act -0.9, Abeta rescue -8% and WRN inhibitor 7%.
Cc1c(C(=O)OC(C)C(C)C[N+](C)(C)C)oc2ccccc12 (stereo not given) was read as PLK1 PBD block -16%, EPAC1 antag -4%, PI5P4Ka inh -9, FUS suppressor 4%, EPAC1 ag 5%, IL-2 act 0.4, Abeta rescue 1% and WRN inhibitor 7%.
COc1ccc(N2CCCn3c2nc2c3c(=O)n(Cc3ccc(C)cc3)c(=O)n2C)c(OC)c1 was read as PLK1 PBD block -7%, EPAC1 antag -1%, PI5P4Ka inh 1, FUS suppressor 19%, EPAC1 ag 8%, IL-2 act -0.2, Abeta rescue -3% and WRN inhibitor -7%.
N#Cc1c(NCCN)nc(-c2ccco2)c2c1CCCC2 was read as PLK1 PBD block -4%, EPAC1 antag -20%, PI5P4Ka inh -2, FUS suppressor 10%, EPAC1 ag 8%, IL-2 act -0.1, Abeta rescue 7% and WRN inhibitor 6%.
Screening Cc1ccc(NC(=O)N(Cc2nc3ccccc3c(=O)[nH]2)Cc2cccs2)cc1 returned PLK1 PBD block -3%, EPAC1 antag -1%, PI5P4Ka inh 4, FUS suppressor 18%, EPAC1 ag 9%, IL-2 act -0.3, Abeta rescue 3% and WRN inhibitor 9%.
Fc1ccc(-c2ccnn2-c2ccccc2)cc1 was read as PLK1 PBD block -6%, EPAC1 antag 2%, PI5P4Ka inh -3, FUS suppressor -15%, EPAC1 ag 11%, IL-2 act -2.1, Abeta rescue -11% and WRN inhibitor 2%.
For CCOC(=O)C1=C(C)NC(=O)NC1c1ccc([N+](=O)[O-])o1 (stereo not given) the results were PLK1 PBD block -1%, EPAC1 antag 8%, PI5P4Ka inh -1, FUS suppressor -9%, EPAC1 ag -13%, IL-2 act 1.6, Abeta rescue 6% and WRN inhibitor -6%.
CC(=O)c1ccc(S(=O)(=O)N2CCN(C(=O)CN3C(=O)NC4(CCCC4)C3=O)CC2)cc1 was read as PLK1 PBD block 4%, EPAC1 antag -8%, PI5P4Ka inh 4, FUS suppressor 13%, EPAC1 ag 1%, IL-2 act 0.0, Abeta rescue 4% and WRN inhibitor 3%.
O=C(CN1C(=O)NC2(CCCCC2)C1=O)NC1CCCc2ccccc21 (stereo not given) was read as PLK1 PBD block -6%, EPAC1 antag 7%, PI5P4Ka inh 4, EPAC1 ag 5%, IL-2 act -0.7, Abeta rescue -3% and WRN inhibitor 7%.
O=C(CCCN=C1NS(=O)(=O)c2ccccc21)OCC(=O)N1CCc2ccccc21 was read as PLK1 PBD block -16%, EPAC1 antag -4%, PI5P4Ka inh -8, FUS suppressor 25%, EPAC1 ag 0%, IL-2 act 3.6, Abeta rescue -2% and WRN inhibitor 7%.
For Cc1cc(C)c(NS(=O)(=O)c2ccc3c(c2)NC(=O)CCS3)c(C)c1 the results were PLK1 PBD block -8%, EPAC1 antag inconclusive, PI5P4Ka inh 3, FUS suppressor -13%&-17%, EPAC1 ag -4%, IL-2 act -1.1, Abeta rescue -15%&-11% and WRN inhibitor -3%.
For CN(CC(=O)Nc1cccc(F)c1)C(=O)c1ccc(-c2cccc(C(F)(F)F)c2)o1 the results were PLK1 PBD block -11%, EPAC1 antag -15%, PI5P4Ka inh 19, FUS suppressor 20%, EPAC1 ag 11%, IL-2 act -0.9, Abeta rescue -11% and WRN inhibitor -15%.

Next section, overlapping the part above by three compounds.
O=C(CCCN=C1NS(=O)(=O)c2ccccc21)OCC(=O)N1CCc2ccccc21 was read as PLK1 PBD block -16%, EPAC1 antag -4%, PI5P4Ka inh -8, FUS suppressor 25%, EPAC1 ag 0%, IL-2 act 3.6, Abeta rescue -2% and WRN inhibitor 7%.
For Cc1cc(C)c(NS(=O)(=O)c2ccc3c(c2)NC(=O)CCS3)c(C)c1 the results were PLK1 PBD block -8%, EPAC1 antag inconclusive, PI5P4Ka inh 3, FUS suppressor -13%&-17%, EPAC1 ag -4%, IL-2 act -1.1, Abeta rescue -15%&-11% and WRN inhibitor -3%.
For CN(CC(=O)Nc1cccc(F)c1)C(=O)c1ccc(-c2cccc(C(F)(F)F)c2)o1 the results were PLK1 PBD block -11%, EPAC1 antag -15%, PI5P4Ka inh 19, FUS suppressor 20%, EPAC1 ag 11%, IL-2 act -0.9, Abeta rescue -11% and WRN inhibitor -15%.
For CCn1cc(Br)c(C(=O)Nc2ccccc2C(=O)OC)n1 the results were PLK1 PBD block -17%, EPAC1 antag -18%, PI5P4Ka inh 2, FUS suppressor 12%, EPAC1 ag 4%, IL-2 act -1.8, Abeta rescue 6% and WRN inhibitor 0%.
`CCOc1ccc(N(CC(=O)NCCc2ccccc2)C(=O)c2csnn2)cc1` gave PLK1 PBD block 2%, EPAC1 antag 1%, PI5P4Ka inh 3, FUS suppressor 13%, EPAC1 ag -1%, IL-2 act 0.3, Abeta rescue 1% and WRN inhibitor 4%.
`C=CCn1c(SC)nccc1=O` gave PLK1 PBD block 0%, EPAC1 antag 4%, PI5P4Ka inh 0, FUS suppressor 0%, EPAC1 ag 5%, IL-2 act 0.0, Abeta rescue 13% and WRN inhibitor -1%.
Screening COc1ccc(OC)c(/C=N\NC(=O)c2ccc(COc3ccc(C)cc3[N+](=O)[O-])o2)c1 returned PLK1 PBD block -2%, EPAC1 antag 16%, PI5P4Ka inh -19, FUS suppressor 13%, EPAC1 ag 1%, IL-2 act 0.3, Abeta rescue -5% and WRN inhibitor -22%.
CCc1ccc(-c2cc(C)no2)cc1S(=O)(=O)N1CCC(C)CC1 was read as PLK1 PBD block -5%, EPAC1 antag 5%, PI5P4Ka inh 10, FUS suppressor 21%, EPAC1 ag 5%, IL-2 act -2.4, Abeta rescue -5% and WRN inhibitor -3%.
`O=P(O)(O)COc1ccccc1P(=O)(c1ccccc1)c1ccccc1` gave PLK1 PBD block -3%, EPAC1 antag 12%, PI5P4Ka inh -2, FUS suppressor 1%, EPAC1 ag 2%, IL-2 act -3.4, Abeta rescue -13% and WRN inhibitor 8%.
Screening CSc1cc(C)[nH]c(=O)n1 returned PLK1 PBD block -9%, EPAC1 antag -16%, PI5P4Ka inh -3, FUS suppressor -8%, EPAC1 ag 6%, IL-2 act 0.6, Abeta rescue -1% and WRN inhibitor 3%.
For Cc1nn(C)c(C(=O)Nc2c(C)nn(Cc3c(F)c(F)c(F)c(F)c3F)c2C)c1Br the results were PLK1 PBD block 4%, EPAC1 antag -17%, PI5P4Ka inh 1, FUS suppressor 3%, EPAC1 ag 0%, IL-2 act -1.6, Abeta rescue 2% and WRN inhibitor 0%.
O=C(CN1C(=O)c2ccccc2S1(=O)=O)c1ccc(F)cc1 was read as PLK1 PBD block -5%, EPAC1 antag 9%, PI5P4Ka inh -11, FUS suppressor -3%, EPAC1 ag -10%, IL-2 act -0.1, Abeta rescue -5% and WRN inhibitor -2%.
For OC1(c2ccc(Cl)cc2)CCN(Cc2cn[nH]c2-c2ccccc2)CC1 the results were PLK1 PBD block 5%, EPAC1 antag -3%, PI5P4Ka inh 2, FUS suppressor 22%, EPAC1 ag 15%, IL-2 act 6.5, Abeta rescue 4% and WRN inhibitor -7%.
Screening Nc1c(-c2cccc(Cl)c2)cnn1-c1ccccc1 returned PLK1 PBD block -27%, EPAC1 antag -19%, PI5P4Ka inh 3, FUS suppressor 3%, EPAC1 ag 11%, IL-2 act -0.3, Abeta rescue 18% and WRN inhibitor 4%.
For COc1cccc(/C=C2/C(=O)NN(c3ccccc3)C2=O)c1 the results were PLK1 PBD block 5.3µM*, EPAC1 antag -6%, PI5P4Ka inh -25, FUS suppressor 18%, EPAC1 ag 9%, IL-2 act -0.3, Abeta rescue 2% and WRN inhibitor -27%.
